# FN deposition inh: inhibitors of fibronectin matrix deposition, primary screen, AH1F cells, Alexa488-fibronectin fluorescence, plate reader; 0.086% of 350,000 active; AH1F fibroblasts, overnight; inhibition, % at 12.6 µM; AID 743247, 2014;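 active = mean inhibition across replicates of 30% or more, regardless of how many single replicates reach that level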;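 note: positive control wells lacked labelled fibronectin entirely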
#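 Material: AH1F fibroblast monolayer depositing Alexa488-labelled fibronectin into matrix / Amount: 10000 AH1F cells per well / Signal: fluorescence 485/525 nm / Medium: DMEM, 2% serum / Compound: single dose, pinned / Incubation: 1 h cell adhesion before compound, then overnight fibronectin incubation / Reagent: Alexa488-FN, 24 nM final / Read-out: inhibition of fibronectin deposition signal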
# S100A4 MyoIIA: inhibitors of S100A4-myosin IIA peptide binding, primary screen, biochemical, fluorescence polarization, TAMRA-MyoIIA peptide; 0.14% of 360,000 active; AID 652163, 2013; inhibition, % at 10.7 µM;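 active = mean inhibition of at least 70% across replicates, with every replicate also reaching that level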
# Target sequence (P26447 whole entry, looked up): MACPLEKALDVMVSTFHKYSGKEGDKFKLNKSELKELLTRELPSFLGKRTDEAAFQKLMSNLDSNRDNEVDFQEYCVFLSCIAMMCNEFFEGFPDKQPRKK
#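 Material: human S100A4 monomer with TAMRA-labelled myosin IIA peptide; buffer or medium: HEPES pH 7.2 with CaCl2, KCl, NaCl, DTT, Triton; compound dosing: one concentration per compound; schedule: 5 min incubation before reading; benchmarks: neutral control DMSO, positive control TFP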
# EWS-Fli block: EWS/Fli-driven NR0B1 reporter inhibitors, primary screen, A673 cells, NR0B1 luciferase, luminescence, MLPCN library. 0.67% of 350,000 active. inhibition, % at 12.6 µM. AID 651661, 2012. viability-normalised;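 active = mean inhibition of at least 50% after viability correction, with every replicate also passing that limit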;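 note: firefly luciferase signal divided by Alamar Blue viability fluorescence both relative to DMSO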
# RAD52 anneal inh: RAD52 DNA annealing inhibitors, primary screen, biochemical, FRET, single point, set 2 | AID 651710, 2012 | recombinant RAD52 DNA annealing, FRET fluorescence | 0.46% of 360,000 active | inhibition, % at 18.7 µM | DNA repair protein RAD52 homolog (Homo sapiens), P43351;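 active = every replicate showing at least 50% inhibition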
# E-selectin induc: E-selectin induction in HUVECs, primary screen, imaging, HUVEC, immunofluorescence imaging, single point. activation, % at 7.58 µM. P16581. normalized: neutral wells 0, TNF-alpha wells 100. 0.37% of 260,000 active;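 active = mean E-selectin-positive cell signal at least 10% of the positive control, reached in at least 60% of replicates, without over 20% cell loss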;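 note: in these data hits start at about 27%; measured in HUVEC primary endothelial cells; signal is the percent of cells scored E-selectin positive by PE staining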
#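 Read-out: % PE-positive cells | Test system: HUVEC | Doses: One compound dose added by pin transfer | Buffer or medium: EGM-2 over gelatin coat | Signal: Immunofluorescence imaging | Benchmarks: TNF-alpha, DMSO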
# XiGFP reactiv: activators of inactive X chromosome reactivation, primary screen, imaging, XiGFP fibroblasts, GFP high-content imaging, set 2. XiGFP mouse fibroblasts, % GFP-positive cells imaging, 3 d; cells co-treated with 5-aza-dC sensitizer; scaled so ellipticine positive control = 100%. activation, % at 7.58 µM. 0.055% of 360,000 active. AID 743238, 2013;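 active = mean normalized replicate activation at least 10% and every replicate at or above 10%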;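 note: 0% = median of on-plate neutral control wells and 100% = ellipticine 6 µM median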
#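 Assay system: SV40-immortalized XiGFP fibroblast cells, line 68-5-11; buffer or medium: DMEM plus 5-aza-dC sensitizer; compound: one concentration, pinned; timing: compounds 3 days, fix/stain 15 min at room temperature; benchmarks: positive control ellipticine, 6 µM final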
# RAD54 inh: inhibitors of human RAD54 branch migration, primary screen, biochemical, fluorescence, single point. DNA repair and recombination protein RAD54-like (Homo sapiens), Q92698. RAD54 Holliday junction branch migration, FAM/BHQ fluorescence. inhibition, % at 10.4 µM. 0.14% of 360,000 active;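 active = mean normalized replicate activity at least 40 and at least half of replicates scoring 40 or more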;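 note: 0% = median of neutral control wells and 100% = median of positive control wells; inhibitors cause a drop in the FAM fluorescence signal; in these data hits start at about 50%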
# Target sequence (Q92698 whole entry, looked up): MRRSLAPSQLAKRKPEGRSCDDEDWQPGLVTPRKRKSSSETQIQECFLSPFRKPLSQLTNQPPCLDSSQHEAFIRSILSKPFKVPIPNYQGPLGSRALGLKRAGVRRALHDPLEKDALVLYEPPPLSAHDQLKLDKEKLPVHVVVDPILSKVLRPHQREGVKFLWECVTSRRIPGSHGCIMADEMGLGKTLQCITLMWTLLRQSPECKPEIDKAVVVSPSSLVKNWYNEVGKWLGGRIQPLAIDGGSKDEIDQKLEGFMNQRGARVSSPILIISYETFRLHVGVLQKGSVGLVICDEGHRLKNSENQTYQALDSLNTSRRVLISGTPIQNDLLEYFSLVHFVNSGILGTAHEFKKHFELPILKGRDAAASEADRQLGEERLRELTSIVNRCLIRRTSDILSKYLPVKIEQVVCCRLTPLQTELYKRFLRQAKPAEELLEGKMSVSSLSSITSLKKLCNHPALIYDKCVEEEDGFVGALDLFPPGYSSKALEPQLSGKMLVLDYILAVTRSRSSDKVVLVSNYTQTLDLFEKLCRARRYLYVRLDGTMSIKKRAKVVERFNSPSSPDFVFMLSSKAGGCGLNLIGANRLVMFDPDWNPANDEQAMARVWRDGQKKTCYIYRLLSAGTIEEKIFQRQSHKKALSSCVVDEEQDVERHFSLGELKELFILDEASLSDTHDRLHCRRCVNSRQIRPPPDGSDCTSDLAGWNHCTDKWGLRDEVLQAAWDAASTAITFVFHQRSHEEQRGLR
# esBAF inh: Bmi1 luciferase reporter increase in mESCs, primary screen, esBAF inhibitor project, mouse ES cells, Bmi1 luciferase knock-in, single point | reporter increase, % at 12.5 µM | 2% of 350,000 active | 24 h; 100% = twice the neutral-well signal; in the data active = activation above about 40%;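 note: 0% = median of the plate's neutral control wells and 100% = double that signal; a rise in the Bmi1 reporter signal indicates esBAF inhibition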
# * = called active by the depositor; . = no result given; & = joins results of further samples. Rows are unselected; any-hit rate near 3%.
SMILES,FN deposition inh,S100A4 MyoIIA,EWS-Fli block,RAD52 anneal inh,E-selectin induc,XiGFP reactiv,RAD54 inh,esBAF inh
CC1(C)CC(=O)C2=C(C1)OC(N)=C([N+](=O)[O-])C2c1cccs1 (stereo not given),3,.,.,.,0.6,0.3,7,.
Cc1ccc(NC(=O)CSc2ccccc2)cc1S(=O)(=O)N1CCCCC1,-9,-4,13,-7,3.1,0.0,2,1
COc1ccc(CN(C)C[C@H]2OCCCC[C@@H](C)Oc3ccc(NC(=O)NC4CCCCC4)cc3C(=O)N([C@@H](C)CO)C[C@@H]2C)cc1,-8,2,-4,22,4.1,0.2,5,4
COCc1cc(=O)n2[nH]cc(-c3ccsc3)c2n1,9,-10,-10,-6,0.0,-0.1,1,6
CN(C(=O)CSc1nnc(-c2ccc(C(C)(C)C)cc2)n1C)C1CCS(=O)(=O)C1 (stereo not given),-4,2,-19,5,.,0.0,4,-2
O=S(=O)(Nc1cc(S(=O)(=O)N2CCOCC2)ccc1NCC1CCCO1)c1ccccc1F (stereo not given),-9,-5,-1,-7,3.2,0.0,7,2
C[C@@H]1CN([C@H](C)CO)C(=O)c2cc(C#Cc3cccc(F)c3)cnc2O[C@H]1CN(C)C(=O)C1CCC1,.,8,5,16,67*,0.9,1,5
COc1ccc(-c2n[nH]c(=S)n2-c2ccc(C)cc2C)cc1,4,-6,14,-19,0.9,-0.1,-8,-5
O=C1C2C(c3ccccc3)CC=CC2[C@H](c2ccoc2)N1Cc1ccccc1 (stereo not given in full),-3,-9,23,-5,.,0.5,0,-5
NC(=S)n1[nH]c(-c2ccc([N+](=O)[O-])cc2)c(N=Nc2ccccc2[N+](=O)[O-])c1=O,-1,-3,-10,-1,3.3,-0.1,.,.
CCOc1cc(N2CCOCC2)c(OCC)cc1NC(=O)[C@H](C)N1C(=O)C2CC=CCC2C1=O (stereo not given in full),.,-12,-12,-17,.,0.1,.,.
CCOC(=O)c1cnc2c(Cl)cccc2c1NCCN1CCOCC1,-2,1,-1,-10,-0.4,0.1,.,.
COc1ccc(C2N(c3cc(Cl)ccc3OC)C(=O)C3CCCN32)cc1 (stereo not given),10,9,-2,-19,0.2,0.3,-1,-2
Nc1ccc(CCc2ccccn2)cc1,-4,-5,-36,-13,-0.4,0.0,-4,26
CCOc1cc(C(=O)NC(C)C2CCCO2)cc(OCC)c1OCC (stereo not given),6,-3,-10,-7,-0.3,0.0,-4,1
COc1cccc(CNC(=O)CN2C(=O)COc3ccc(S(=O)(=O)N4CCCCCC4)cc32)c1,7,4,-9,-21,43*,0.0,-7,4
CCCN(CC1CC1)c1cc2c(c3c1ccn3C)C1CCC2C1 (stereo not given),-16,-7,2,6,-0.1,0.2,10,-6
C/C=C/c1ccc2c(c1)O[C@@H](CN(C)C(=O)CN(C)C)[C@@H](C)CN([C@@H](C)CO)S2(=O)=O,5,1,-4,14,1.0,0.2,4,0
CC(OC(=O)c1ccc(S(=O)(=O)NCc2ccco2)cc1)C(=O)Nc1ncc(Cl)cc1Cl (stereo not given),-7,-3,-10,-17,-2.9,0.5,.,.
Cc1nn(Cc2ccc(C(=O)n3cccn3)o2)c(C)c1Br,-1,.,.,.,0.5,.,-25,6
COC(=O)CCCC(=O)NC1CC(C)(C)Cc2c1cnn2-c1ccc(C)cc1 (stereo not given),0,-5,1,6,0.1,0.0,-7,1
CC(C)=C(NC(=O)c1ccccc1)C(N)=O,-4,2,3,-12,.,0.0,6,5
Cc1ccc(S(=O)(=O)Nc2ccc3c(c2)C(=O)N([C@@H](C)CO)C[C@@H](C)[C@H](CN(C)S(=O)(=O)c2ccc(C)cc2)O3)cc1,.,16,3,-3,-0.3,-0.1,0,3
COc1ccccc1C(=O)N/C(=C/c1ccc2c(c1)OCO2)C(=O)Nc1cccc(C(=O)O)c1,1,-6,-9,-10,1.5,0.2,2,2
N#CCSc1nc2ccccc2c(=O)n1CCCC(=O)NCC1CCCO1 (stereo not given),3,5,10,-6,4.2,0.0,4,.

# Part of the list above, tab-delimited.
Structure	FN deposition inh	S100A4 MyoIIA	EWS-Fli block	RAD52 anneal inh	E-selectin induc	XiGFP reactiv	RAD54 inh	esBAF inh
CC1(C)CC(=O)C2=C(C1)OC(N)=C([N+](=O)[O-])C2c1cccs1 (stereo not given)	3	.	.	.	0.6	0.3	7	.
Cc1ccc(NC(=O)CSc2ccccc2)cc1S(=O)(=O)N1CCCCC1	-9	-4	13	-7	3.1	0.0	2	1
COc1ccc(CN(C)C[C@H]2OCCCC[C@@H](C)Oc3ccc(NC(=O)NC4CCCCC4)cc3C(=O)N([C@@H](C)CO)C[C@@H]2C)cc1	-8	2	-4	22	4.1	0.2	5	4
COCc1cc(=O)n2[nH]cc(-c3ccsc3)c2n1	9	-10	-10	-6	0.0	-0.1	1	6
CN(C(=O)CSc1nnc(-c2ccc(C(C)(C)C)cc2)n1C)C1CCS(=O)(=O)C1 (stereo not given)	-4	2	-19	5	.	0.0	4	-2
O=S(=O)(Nc1cc(S(=O)(=O)N2CCOCC2)ccc1NCC1CCCO1)c1ccccc1F (stereo not given)	-9	-5	-1	-7	3.2	0.0	7	2
C[C@@H]1CN([C@H](C)CO)C(=O)c2cc(C#Cc3cccc(F)c3)cnc2O[C@H]1CN(C)C(=O)C1CCC1	.	8	5	16	67*	0.9	1	5
COc1ccc(-c2n[nH]c(=S)n2-c2ccc(C)cc2C)cc1	4	-6	14	-19	0.9	-0.1	-8	-5
O=C1C2C(c3ccccc3)CC=CC2[C@H](c2ccoc2)N1Cc1ccccc1 (stereo not given in full)	-3	-9	23	-5	.	0.5	0	-5

# New compounds follow
SMILES,FN deposition inh,S100A4 MyoIIA,EWS-Fli block,RAD52 anneal inh,E-selectin induc,XiGFP reactiv,RAD54 inh,esBAF inh
CCCN(C)C[C@@H]1Oc2cc(C#Cc3cccc(F)c3)ccc2S(=O)(=O)N([C@H](C)CO)C[C@@H]1C,17,5,6,-18,0.9,-0.7,-11,-2
Cc1ccc(NC(=O)CSc2cccc3cccnc23)c(C)c1,4,-5,31,-6,0.1,0.2,-13,8
O=C(C[C@@H]1CC[C@@H](NC(=O)Nc2cc(F)ccc2F)[C@@H](CO)O1)NCc1ccccn1,-2,6,-3,4,0.0,0.0,2,2
COc1ccccc1C1=NOC(C)(c2nnc(Cc3ccccc3)o2)C1 (stereo not given),-2,3,1,-5,0.1,-0.1,-5,6
CC1=C(C#N)C(c2ccc(O)cc2)C(C#N)=C(C)N1,7,-3,-7,5,.,0.1,-9,-4
CCOC(=O)CC1=NN(c2ccccc2)C(=O)C1,1,-1,5,-5,.,0.1,.,.
O=C(Cc1ccc(F)cc1)Nc1nc(-c2ccc(F)c(F)c2)cs1,-5,-4,-24,-6,.,0.2,6,7
O=C(O)c1ccccc1OCCN1CCCC1=O,3,-1,5,-5,.,0.1,-16,1
C[C@@H](O)C#Cc1ccc([C@@H]2[C@H]3CN(C(=O)c4ccncc4)CCCCN3[C@H]2CO)cc1,.,3,-13,-1,0.0,0.0,2,-2
CCN1C(=O)C(=CC=CN(C)c2ccccc2)SC1=S,-13,3,-80,-65,0.6,0.0,-10,84*
C[C@@H]1CCCCO[C@H](CN(C)Cc2ccc3c(c2)OCO3)[C@H](C)CN([C@@H](C)CO)C(=O)c2cc(NS(=O)(=O)c3ccc(Cl)cc3)ccc2O1,-11,-10,-10,47,.,0.1,1,-3
O=C(CC1CC1)N[C@@H]1CC[C@H](CCNS(=O)(=O)c2ccc(Cl)cc2)O[C@@H]1CO,-6,2,3,-3,0.1,-0.5,4,0
CCC(=O)Nc1nc(-c2ccc3c(c2)CC(C)N3S(C)(=O)=O)cs1 (stereo not given),-11,-4,-45,-37,.,0.0,-8,54*
CC1(C(=O)Nc2cccc3ncccc23)CCN1C(=O)CCc1ccccc1 (stereo not given),.,2,2,-9,-0.1,0.1,-11,0
COc1ccc2c3c([nH]c2c1)[C@H](CO)N(C(C)=O)CC31CCN(C(=O)c2cccc(F)c2)CC1,.,-1,10,10,0.1,0.1,.,.
COc1ccccc1CC(=O)Nc1cccc2ccccc12,12,-1,5,-1,0.4,0.2,7,3
COc1ccc(S(=O)(=O)N2CCN(Cc3cccc(OCCO)c3)CC2)cc1,.,0,7,-10,.,.,0,.
CSc1ccc(CN2CCN(CCC(C)C)C(CCO)C2)cc1 (stereo not given),-6,-16,6,-8,-0.1,-0.2,5,2
Cc1cc(C)c(CN2CCC(n3nccc3NC(=O)C3CCOC3)CC2)cc1C (stereo not given),2,-15,4,-5,0.1,0.0,3,3
CCn1c2ccccc2c2cc(NC(=O)c3cccc([N+](=O)[O-])c3)ccc21,-13,-5,3,-8,21,0.0,6,-5
Cn1c(=O)c(=O)n(C)c2cc(S(=O)(=O)N3CCCC3C(=O)Nc3ccccc3F)ccc21 (stereo not given),18,-3,2,5,0.1,0.0,3,-4
CCOc1ccc(-c2noc(CCC(=O)NCCc3ccccc3)n2)cc1OC,-12,-4,-9,-3,.,0.1,2,13
COc1ccc2nc(NC(=O)CCN3C(=S)NC(C)(C)CC3C)sc2c1 (stereo not given),5,.,.,.,.,0.1,-2,9
Cc1cc(C)c(C#N)c(N)n1,-8,2,10,-15,2.5,0.2,.,.
COCc1c(C(=O)N/N=C(\C)c2ccc(Cl)s2)nnn1-c1nonc1N,3,2,-3,-10,.,-0.1,-10,-3

# Other entries follow:
SMILES,FN deposition inh,S100A4 MyoIIA,EWS-Fli block,RAD52 anneal inh,E-selectin induc,XiGFP reactiv,RAD54 inh,esBAF inh
C[C@H](CO)N1C[C@H](C)[C@@H](CN(C)Cc2ccc(-c3ccccc3)cc2)Oc2c(NS(=O)(=O)c3ccccc3)cccc2C1=O,-4,15&-5,-9&-3,5&1,-0.4&-0.1,-0.5&0.1,-27&-1,-3&-7
O=C(Nc1ccc(F)cc1)Nc1cccc(Br)c1,-6,0,-66,-7,.,0.1,3,29
CCOC(=O)C1=C(C)NC(=O)NC1c1ccc(-c2ccc(Cl)cc2)o1 (stereo not given),-4,-1,2,-133,1.3,0.0,.,.
CCOC(=O)c1sc(NC(=O)Nc2ccccc2)cc1C,4,1,-39,-3,-0.3,0.6,.,.
CCOC(=O)C1=NOC(COc2ccccc2C=O)C1 (stereo not given),.,3,0,-9,.,0.0,.,.
Cc1cccc(-n2c(=O)c3c(C)c(C)sc3n(CC(N)=O)c2=O)c1,2,2,14,-8,.,-0.1,.,-4
COc1ccc(C(=O)NCCS(=O)(=O)N(C)C2CCCCC2)cc1,.,-2,1,-5,.,0.2,-8,5

# Source: PubChem BioAssay (Broad Institute)
